TDP1 inh: qHTS Assay for Inhibitors of Tyrosyl-DNA Phosphodiesterase (TDP1); 350,000 compounds, 0.28% hits; Tyrosyl-DNA phosphodiesterase 1 (Homo sapiens), Q9NUW8; Potency, µM (series often up to 130 µM), for the others: at the top dose activity change, negative = inhibition, usual class: inhibitors; recombinant TDP1, AlphaScreen DNA substrate cleavage; further: nearly all actives have a fitted effect of over 40% in size
Target sequence (Q9NUW8 whole entry, looked up): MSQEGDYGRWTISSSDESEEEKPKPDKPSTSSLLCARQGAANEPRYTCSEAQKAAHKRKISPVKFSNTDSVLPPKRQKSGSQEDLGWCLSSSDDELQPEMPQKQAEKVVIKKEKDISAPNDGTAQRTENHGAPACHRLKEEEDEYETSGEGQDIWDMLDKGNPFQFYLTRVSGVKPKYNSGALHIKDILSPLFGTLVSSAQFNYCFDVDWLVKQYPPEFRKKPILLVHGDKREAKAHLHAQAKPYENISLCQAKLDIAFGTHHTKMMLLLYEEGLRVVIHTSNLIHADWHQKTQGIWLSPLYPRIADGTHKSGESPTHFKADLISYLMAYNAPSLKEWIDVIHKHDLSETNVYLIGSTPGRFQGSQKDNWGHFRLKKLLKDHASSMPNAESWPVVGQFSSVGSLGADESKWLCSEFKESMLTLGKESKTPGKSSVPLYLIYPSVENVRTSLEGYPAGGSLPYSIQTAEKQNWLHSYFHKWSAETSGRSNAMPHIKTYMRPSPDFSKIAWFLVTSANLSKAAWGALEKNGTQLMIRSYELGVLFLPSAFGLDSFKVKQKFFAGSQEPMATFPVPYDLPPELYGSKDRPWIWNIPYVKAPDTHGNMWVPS
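AlphaScreen read-out: signal falls as enzyme removes the 3' tyrosine-FITC from a 5'-biotinylated DNA oligo (15 nM, 5 min, RT). Enzyme was E. coli-made recombinant Tdp1 at 1 nM, exposed to compound for 15 min beforehand; beads 10 ug/ml, 10 min.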
TDP1 cell noCPT: qHTS for Inhibitors of human tyrosyl-DNA phosphodiesterase 1 (TDP1): qHTS in cells in absence of CPT | 420,000 compounds, 15% hits | DT40 Tdp1-/- hTDP1 cells, no CPT, ATP luminescence, 48 h | AID 686978, 2013 | Potency, µM (series often up to 46.2 µM), for inactives: top-dose activity change, negative = growth inhibition, actives largely listed as inhibitors; further: nearly all actives have a fitted effect of over 55% in size
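Chicken DT40 Tdp1-/- cells complemented with human TDP1, screened without camptothecin (DMSO vehicle only), 400 cells/well. Compounds pin-transferred, cells incubated at 37 °C for at least 48 hr. Growth read as ATP-dependent luminescence (CellTiter-Glo, 30 min at RT).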
GCN5L2 inh: qHTS Assay for Inhibitors of GCN5L2; 390,000 compounds, 0.21% hits; AID 504327, 2011; Potency, µM (series often up to 58.9 µM), for the others: top-dose activity change, negative = inhibition, most hits filed as inhibitors; GCN5L2 HAT assay, ThioGlo1 CoA-SH fluorescence; Histone acetyltransferase KAT2A (Homo sapiens), Q92830
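qHTS, 1536-well. 20nM enzyme, pH 7.5 HEPES/EDTA/Tween-20 buffer; 15 min compound preinc., RT. Start: 75uM H3(1-25), 70uM AcCoA, 50uM ThioGlo1. Read Ex340/Em540 at t=0 (autofluorescence flag) and t=20 min.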
* hit, by the source's call; ? = inconclusive; · = not tested or not shown; [ ] = remark or other dose. The call rests on the fitted dose curve; in most records, active means well fitted curve in the direction sought with a large enough effect; inconclusive means small, poorly fitted or top-dose-only effect, or another doubt; inactive means no such curve, though single readings can be large; an effect the other way counts as inactive or inconclusive. On the % scale 0 is the no-effect control and ±100 the full control effect; potency means the concentration at half of the fitted maximal effect.

compound | TDP1 inh | TDP1 cell noCPT | GCN5L2 inh
CCCCCCCC(=O)Nc1cc(C(=O)NCc2ccc(C)cc2)ccc1N1CCC2(CC1)CC(c1cccc(Br)c1)=NO2 | 1% | ? | -4%
COc1ccc(NC(=O)CN2C(=O)NC3(CCCC3)C2=O)c(OC)c1 | 4%[0.0935 µM] | -9% | 2%
CCOc1ccc2oc(-c3ccccc3)c(C(=O)N(C)C)c2c1 | 7% | 18µM* | -4%
CCOC(=O)c1cccc(NC(=O)CSc2nnc(-c3ccoc3C)n2CC)c1 | 9% | ? | -8%
Cn1c(Cn2nnc3ccccc32)nnc1SCC(=O)Nc1nccs1 | 3% | -100% | -1%
Cc1ccc(Cn2ncn(-c3ccccc3)c2=O)cc1 | 3% | -14% | 1%
CN(C)C(=O)Cn1cnc2c(cnn2-c2ccc(F)cc2)c1=O | · | 1% | -2%
CN(C)/C=N/c1nc(-c2ccc3c(c2)OCO3)cs1 | 3% | -14% | -11%
CC1CC(NC(=O)C2(C)CC2(Cl)Cl)CC(C)(C)C1 (centres undefined) | 4% | -27% | -9%[0.501 µM]
O=S(=O)(Cc1cc(Cl)nc(-c2ccncc2)n1)c1ccccc1 | 1% | ? | -2%
O=C(Nc1ccccc1)N(Cc1cccnc1)Cc1ccco1 | -1% | -2% | -3%
CCOC(=O)c1c(NC(=O)C(C)NCc2ccco2)sc2c1CCC(C)C2 (centres undefined) | 5% | 21µM* | 2%
O=C(NN1C(=O)c2ccccc2NC1c1ccco1)c1ccc(Br)cc1 (centres undefined) | 5% | 2% | 1%
Nc1nc(=S)c2ncn([C@@H]3O[C@H](CO)[C@@H](O)[C@H]3O)c2[nH]1 | · | 1.8µM* | -14%
O=C(CCc1c[nH]c2ccccc12)NC(Cc1c[nH]c2ccccc12)C(=O)O (centres undefined) | · | -10% | -15%
CSc1ccc(CN2CCC(CO)(CCOc3ccccc3)CC2)cc1 | · | ? | -2%
COc1cccc(C2C(C(=O)Nc3cccnc3)=C(C)Nc3nnnn32)c1OC (centres undefined) | 1% | -2% | -8%
Cc1csc(NC(=O)[C@@H]2CCCN2C(=O)c2cccs2)n1 | -1% | ? | -1%
COc1ccc(N2CCN(C(=O)c3cccc(NS(=O)(=O)c4cccc(F)c4)c3)CC2)cc1 | 8% | -15% | -21%
Cc1cccc(-c2noc(C(C)NC(=O)c3ccco3)n2)c1 (centres undefined) | -1% | -26% | -2%
CC(C1CC2CCC1C2)n1c(COc2ccccc2F)nnc1SCC(N)=O (centres undefined) | 8% | ? | -4%
Cc1ccccc1S(=O)(=O)NCc1cccnc1 | 0% | -15% | -7%
O=C(O)CCC1(CCC(=O)O)c2ccccc2-c2ccccc21 | · | 16% | -7%
CC(C)C(O)C1CCN(Cc2nc(-c3cccs3)no2)CC1 (centres undefined) | 3% | -23% | 2%
CSc1ncccc1C(=O)OCC(=O)Nc1nc(C)c(Cl)cc1Cl | -4% | -5% | 1%

Further results:
compound | TDP1 inh | TDP1 cell noCPT | GCN5L2 inh
O=C(Nc1ccc(N2CCN(C(=O)c3cccs3)CC2)c(Cl)c1)c1cccnc1 | 0% | ? | -7%
O=C(Cn1nnc(-c2ccc(F)cc2)n1)Nc1cccc(S(=O)(=O)N2CCCC2)c1 | -1% | ? | -6%
Cc1ccc(NC(=O)CN2CCCC2c2cccn2C)cc1C (centres undefined) | 3% | ? | -12%
COc1ccc(OCCSc2nc3nc(C)cc(C)n3n2)cc1 | -1% | ? | -5%
Cc1ccc(OCC(=O)Nc2c(C)nn(-c3ccccc3)c2C)c(Br)c1 | 2% | 23µM* | -2%
CC(C)C(=O)Nc1ccc(C(=O)NNC(=S)NC(=O)c2cccs2)cc1 | 8% | ? | 1%
CC(C)c1cccc(OCCn2c(-c3ccc(Cl)cc3)nc3ccccc3c2=O)c1 | · | -7% | -11%
CCCS(=O)(=O)NCc1cn2c(C)csc2n1 | 3% | -8% | 0%
Cc1ccc(N2CCN(C(=O)Cn3ncc4c([nH]c5ccc(C)cc54)c3=O)CC2)c(C)c1 | 0% | -29% | 1%
Cc1ccc(NC(=O)c2ccc(Br)o2)cc1S(=O)(=O)N(C)C | 3% | ? | -5%
c1ccc(CN(Cc2ccccc2)c2c3c(nc4ncnn24)CCC3)cc1 | · | ? | -1%
C=CCSC1=C(C#N)C(c2cc(Br)c(O)c(OC)c2)CC(=O)N1 (centres undefined) | 6% | -2% | -3%
Cc1ccccc1OCc1nc2ccccc2[nH]1 | -8% | 16µM* | 0%
CCn1cc(C(=O)N[C@@H](C)C(=O)NCCO)c(=O)c2cc3c(cc21)OCO3 | · | 35%[activator] | -27%
COc1ccc(CNc2ncnc3c2c(-c2ccccc2)cn3-c2ccccc2)cc1 | 2% | 21µM* | -4%
Cc1ccc2c(c1)N(C(=O)CCC(=O)NCc1cccc(F)c1)CCO2 | · | 13% | -10%
CCOc1ccc(N(CC(=O)NCCSCc2ccc(C)cc2)S(C)(=O)=O)cc1 | 2% | ? | -6%
COC(=O)c1ccc(Cl)c(NC(=O)NC23CC4CC(CC(C4)C2)C3)c1 | 6% | 18µM* | -7%
O=C(COC(=O)CNC(=O)C1CCCCC1)NCc1ccc(Cl)cc1 | 0% | -3% | -6%
CCc1ccc(NC(=O)CSc2nnc(Cn3c(=O)sc4ccccc43)n2C)cc1 | 5% | -14% | -2%
COc1ccc(S(=O)(=O)NCc2ccccc2Cl)cc1OC | 1% | -12% | -15%
Cc1onc(-c2c(F)cccc2Cl)c1C(=O)OCN1C(=O)c2ccccc2C1=O | 3% | -23% | -5%
CCN(CC)CCCNc1ncnc2scc(-c3ccc(F)cc3)c12 | -1% | -26% | 1%
Cc1ccc(NC(=O)C2CC2c2ccccc2)c([N+](=O)[O-])c1 (centres undefined) | · | -27% | -8%
CC1(c2ccccc2)NC(=O)N(CC(=O)Nc2cc(Cl)ccc2N2CCOCC2)C1=O (centres undefined) | · | 4% | -2%

The listing continues:
compound | TDP1 inh | TDP1 cell noCPT | GCN5L2 inh
Cc1nn(CCCC(=O)NCc2ccccc2)c(=O)c2cc3sccc3n12 | 4% | -27% | 0%
Cc1ccc(C)c(C(C)NC(=O)C2CC=CCC2C(=O)O)c1 (centres undefined) | 2% | 9% | -10%
CN1CCN(CCc2nc3cc(NC(=O)COc4ccccc4)ccc3n2C)CC1 | 5% | -19% | -2%
C(#CC1CCCCC1)c1ccc2c(c1)COc1c3ccccc3nn1-2 | 1% | -9% | 0%
CC(C)c1ccc(NC(=S)NN2C(C)CCCC2C)cc1 (centres undefined) | -3% | -16% | 0%
Cc1cc2c(cc1S(=O)(=O)C(C)CC(=O)NCc1ccco1)OCC(=O)N2 (centres undefined) | 1% | 22% | -34%
CC12COC3(C(=O)Nc4ccc5ccccc5c4)CC1CCC32C (centres undefined) | 2% | ? | -2%
CN1CCN(c2nc(-c3ccncc3)nc3ccccc23)CC1 | 4% | ? | -16%
[O-]/C(=C(\C(=S)Nc1ccc(SC(F)F)cc1)[n+]1cccc(CO)c1)c1ccc(Cl)s1 | 7% | ? | -5%
COC(=O)C1(Cc2ccc(O)c(CC3OC3(C)C)c2)OC(=O)C(O)=C1c1ccc(O)cc1 (centres undefined) | · | -9% | 2%
O=C1CN(C(=O)COC(=O)c2cnc(Cl)c(Cl)c2)c2ccccc2N1 | 7% | -4% | 0%
COc1c(C)cc(C(=O)C2CCCN(C(=O)c3cc(C)on3)C2)cc1C (centres undefined) | 3% | ? | 0%
COc1cc(NC(=O)CNC(=O)Cn2c(C)cc3ccccc3c2=O)cc(OC)c1OC | 1%[0.0935 µM] | 15µM* | 0%
O=C(CCc1ccccc1)NNC(=S)NCCc1ccccc1 | 2% | 3% | -1%
C[C@H](NS(=O)(=O)c1ccc(F)cc1)C(=O)OCC(=O)c1c(N)n(C)c(=O)n(C)c1=O | -1% | -18% | -10%
O=C(CN1CCN(Cc2ccccc2)CC1)Nc1ccccc1-c1ccccc1 | -6% | 29µM* | 18%
CNC(=O)CS(=O)(=O)CC(=O)Nc1cc(OC(C)C)c(Cl)cc1Cl | · | -17% | -14%
Cc1nc(N2CCOCC2)c2c(C(=O)N3CCN(c4ccccc4F)CC3)c(C)oc2n1 | 0% | -24% | -8%
COc1cc(-c2noc(CCC(=O)Nc3cccnc3)n2)cc(OC)c1OC | 4% | -28% | -2%
COc1cccc(-c2nnn(CCc3nn[nH]n3)n2)c1 | 4% | 0% | -17%
CCOC(=O)c1cc(-c2ccc(C)c([N+](=O)[O-])c2)nc2c1c(=O)n(C)c(=O)n2C | 3% | · | -8%
CCc1noc(C)c1C(=O)NCCc1ccc(Cl)cc1 | · | ? | -10%
O=C(CN1C(=O)/C(=C/c2ccccc2F)Sc2ccccc21)N1CCN(c2ccccn2)CC1 | 0% | -7% | -8%
Cc1nn(-c2ccc(F)cc2)c(Cl)c1/C=N/NC(=O)c1ccc(O)cc1 | 5% | -28% | -7%
O=C(CN1CCOCC1)N/N=C/c1cc2ccccc2nc1Cl | 0% | ? | 4%

Further structures:
compound | TDP1 inh | TDP1 cell noCPT | GCN5L2 inh
COC(=O)Nc1ccc(C)cc1NC(=O)OC | -1% | -6% | -3%
COc1ccc(CCNC(=O)CCC(=O)N2CC(C)Oc3ccc(Cl)cc32)cc1OC (centres undefined) | · | ? | -8%
Cc1oc(-c2ccccc2)nc1Cn1c(=O)cc(-c2ccccc2)c2c(C)nn(C)c21 | -2% | ? | -7%
CNC(=S)Nc1cc2oc3ccccc3c2cc1OC | 6% | 22% | 0%
CSc1ccc(C(c2c(C)[nH][nH]c2=O)c2c(C)[nH][nH]c2=O)cc1 | 5% | ? | -6%
Cc1ccc(N(C)C(=O)C2CCN(S(=O)(=O)c3c(C)noc3/C=C/c3c(C)cc(C)cc3C)CC2)cc1 | 3% | 21µM* | -7%
COC(=O)c1cc2sc(C)cc2n1CC(=O)Nc1cccc(SC)c1 | 5% | -26% | -2%
CN(C)C(=O)CSc1nnc2sc3ccccc3n12 | -1% | 6% | 1%
CCCNS(=O)(=O)c1ccc(OCC(=O)Nc2ccccc2F)cc1 | -1% | -23% | 0%
Cc1ccc(CN2CCNC(=O)C2CC(=O)NCCCn2ncc3ccccc32)o1 (centres undefined) | -4% | -1% | 3%
CC(C)[C@H](NC(=O)[C@H]1N2C(=O)c3ccccc3C2SC1(C)C)C(=O)NCc1ccco1 (some centres undefined) | 3% | 5% | -8%
COc1ccccc1-n1nc(C(=O)O)c2ccccc2c1=O | 8% | -19% | -10%
CCOC(=O)N1CCN(c2cc(N(C)CCO)c([N+](=O)[O-])c3nonc23)CC1 | -2% | 26% | -6%
C/C(=N/NC(=O)c1ccccc1)c1ccc(NC(=O)C(F)(F)F)cc1 | -1% | -16% | -5%
O=C(Nc1cccc(S(=O)(=O)NC2=NCCC2)c1)c1c(F)cccc1Cl | -1% | ? | -20%
O=C(N1CCCCC1)C12CC3CC(C1)CC(C(=O)N1CCCCC1)(C3)C2 | 5% | 23µM* | 3%
COc1ccc(CNCCC(c2ccc(OC(C)C)cc2)c2ccccc2OC)cc1OC (centres undefined) | · | 10µM* | -2%
O=C1CCCCC1Sc1nnc(Cc2cccs2)n1CCc1ccccc1 (centres undefined) | 5% | 23µM* | -1%
O=C(Nc1ccccc1)C(=O)c1cn(CC(=O)N2CCCCC2)c2ccccc12 | 0% | ? | -8%
O=C(c1cc(S(=O)(=O)N2CCCCC2)c(Cl)cc1N1CCOCC1)N1CCOCC1 | 0% | -3% | -3%
CCc1nnc(NC(=O)C2CCCN2S(=O)(=O)c2ccc(F)cc2)s1 (centres undefined) | 7% | -29% | -13%
CC(C)CC(C(=O)NCC1CCCO1)N(C(=O)Cn1nnc(-c2ccc(F)cc2)n1)c1cccc(C(F)(F)F)c1 (centres undefined) | 3% | -23% | -11%
CCN(C(=O)C1CCN(c2ncnc3c2nc2n3CCCCC2)CC1)c1cccc(Cl)c1 | 1% | ? | -5%

No new results follow: entries from further up.
compound | TDP1 inh | TDP1 cell noCPT | GCN5L2 inh
COC(=O)Nc1ccc(C)cc1NC(=O)OC | -1% | -6% | -3%
COc1ccc(CCNC(=O)CCC(=O)N2CC(C)Oc3ccc(Cl)cc32)cc1OC (centres undefined) | · | ? | -8%
Cc1oc(-c2ccccc2)nc1Cn1c(=O)cc(-c2ccccc2)c2c(C)nn(C)c21 | -2% | ? | -7%
CNC(=S)Nc1cc2oc3ccccc3c2cc1OC | 6% | 22% | 0%
CSc1ccc(C(c2c(C)[nH][nH]c2=O)c2c(C)[nH][nH]c2=O)cc1 | 5% | ? | -6%

Assay outcomes (PubChem)

Some of the compounds tested; rates above refer to the full screens.
